GPR151 activ = activators of human GPR151, primary screen, cell-based, PathHunter beta-arrestin, luminescence | activation, % at 11.2 µM | PathHunter beta-arrestin GPR151 cells | 650,000 compounds, 1% hits; in the data active means activation above about 4.9%;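 further: 0% = median of compound wells and 100% = cells with positive control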
Target sequence (Q8TDV0 whole entry, looked up): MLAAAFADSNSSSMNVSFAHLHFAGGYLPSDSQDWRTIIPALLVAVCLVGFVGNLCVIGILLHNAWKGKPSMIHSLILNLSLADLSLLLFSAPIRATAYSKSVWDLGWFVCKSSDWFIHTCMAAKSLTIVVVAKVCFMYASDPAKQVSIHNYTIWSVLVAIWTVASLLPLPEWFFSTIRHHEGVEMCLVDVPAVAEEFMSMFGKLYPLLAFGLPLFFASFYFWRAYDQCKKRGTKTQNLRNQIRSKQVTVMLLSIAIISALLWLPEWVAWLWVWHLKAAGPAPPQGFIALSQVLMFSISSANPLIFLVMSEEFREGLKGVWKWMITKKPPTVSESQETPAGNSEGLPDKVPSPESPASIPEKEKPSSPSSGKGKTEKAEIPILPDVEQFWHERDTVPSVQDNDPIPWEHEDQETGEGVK
MITF inh = MITF inhibitors, primary screen, biochemical, AlphaScreen, human | Microphthalmia-associated transcription factor (Homo sapiens), O75030 | AlphaScreen MITF homodimerization, bead proximity signal | inhibition, % at 2.6 µM | 650,000 compounds, 0.91% hits | AID 1259374, 2018; in the data active means inhibition above about 50%;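 further: 0% = vehicle wells with protein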
TEAD-YAP block = TEAD-YAP interaction inhibition, primary screen, TEAD-YAP interaction inhibitor project, luminescence, HEK-TIYL cells; TEAD-Gal4/YAP UAS-luciferase luminescence; inhibition, % at 9.12 µM; 640,000 compounds, 1.4% hits; AID 1259422, 2018; in the data active means inhibition above about 32%;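 further: 0% = median of test compound wells and 100% = reference inhibitor wells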
FBW7 activator = FBW7 E3 ligase activators, primary screen, biochemical, AlphaScreen, human; F-box/WD repeat-containing protein 7 (Homo sapiens), Q969H0; AlphaScreen FBW7–phospho-cyclin E peptide binding, activator screen; normalized activity (activation), % at 26.1 µM; 650,000 compounds, 0.13% hits; in the data active means normalized activity above about 1.9%;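 further: purified mutant Fbw7 with reduced substrate affinity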
Target sequence (Q969H0 whole entry, looked up): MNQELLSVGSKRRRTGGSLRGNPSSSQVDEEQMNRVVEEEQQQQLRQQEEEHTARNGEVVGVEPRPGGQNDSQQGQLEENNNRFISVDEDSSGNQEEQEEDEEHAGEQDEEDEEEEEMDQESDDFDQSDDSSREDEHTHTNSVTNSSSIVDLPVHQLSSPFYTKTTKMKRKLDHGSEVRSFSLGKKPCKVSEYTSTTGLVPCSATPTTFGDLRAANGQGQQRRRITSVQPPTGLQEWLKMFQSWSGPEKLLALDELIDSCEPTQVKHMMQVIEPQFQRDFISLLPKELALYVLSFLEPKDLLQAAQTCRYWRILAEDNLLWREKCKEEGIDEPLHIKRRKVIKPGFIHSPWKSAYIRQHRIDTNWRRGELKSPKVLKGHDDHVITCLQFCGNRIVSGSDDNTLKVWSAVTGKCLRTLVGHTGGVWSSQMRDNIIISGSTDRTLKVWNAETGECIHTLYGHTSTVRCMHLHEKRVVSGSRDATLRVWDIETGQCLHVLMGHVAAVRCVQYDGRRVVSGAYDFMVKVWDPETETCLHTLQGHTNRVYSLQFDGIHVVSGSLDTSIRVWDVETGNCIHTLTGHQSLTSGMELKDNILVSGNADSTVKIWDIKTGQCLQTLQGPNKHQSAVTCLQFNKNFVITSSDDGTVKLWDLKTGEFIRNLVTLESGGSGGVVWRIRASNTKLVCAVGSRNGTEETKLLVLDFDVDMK
The depositor's hits bear a star; x = not tested or not shown; & = joins results of further samples.

Values run as follows: GPR151 activ | MITF inh | TEAD-YAP block | FBW7 activator
> NC(=O)Nc1ccc(S(=O)(=O)c2ccc(N)cc2)cc1
    0.1 | 18 | -7 | 0.1
> O=C(Nc1cccc(Br)c1)c1cc(-c2ccco2)nc2ccccc12
    -0.9 | 33 | -4 | 0.3
> CCC(=O)Nc1nnc(SCCN2CCOCC2)s1
    0.3 | -2 | -1 | 0.0
> Cc1occc1-c1nnc(SCC(=O)Nc2ccc3c(c2)OCO3)n1CC(C)C
    0.4 | 10 | 4 | 0.0
> O=C(CN(Cc1ccccc1)C(=O)Cn1nnc2ccccc21)NC1CCCCC1
    0.9 | 0 | -4 | -0.1
> COc1ccc(NC(=O)Cn2c(=O)n(Cc3ccccn3)c(=O)c3ncccc32)c(OC)c1
    -1.4 | -4 | -1 | 0.0
> O=C(Nc1ccc(F)cc1)n1ncc2cc(Cl)ccc21
    0.5 | 4 | -49 | -0.2
> CC(=O)c1ccc(OCC(=O)N(C)CC(=O)Nc2ccc(N3CCOCC3)cc2)cc1
    1.5 | 16 | 0 | 0.0
> O=C(Nc1cccc(Cl)c1Cl)c1nn2c(C(F)(F)F)cc(-c3cccs3)nc2c1Cl
    0.0 | 18 | 15 | 0.2
> CCCCN(C)C(=O)c1nc2ccccn2c1CN1CCN(c2ccccn2)CC1
    0.9 | 18 | 1 | 0.1
> OCCOCCNC(=S)Nc1ccccc1
    0.5&-0.6 | 7&-14 | 7&-3 | 0.3&-0.5
> Cc1ccc(-n2cc(CN3CCN4C(=O)[C@H](C)N(C)C(=O)[C@H]4C3)cn2)cc1
    2.5 | 2 | 16 | -0.7
> CCC(=O)N1CCCc2cc(S(=O)(=O)N3CCCc4ccccc43)ccc21
    0.0 | 1 | 4 | 0.1
> C[n+]1ccccc1/C=C/c1ccccc1
    0.1 | 9 | 0 | 0.0
> COc1cc(C)c(-c2[nH]ncc2-c2csc(C)n2)c(O)c1
    -0.2 | -15 | 11 | 0.0
> CCc1ccc(C(=O)CSc2nnc(NCCOC)s2)cc1
    0.2 | 4 | 2 | -0.1
> COc1cc(C(=O)NC(C)C)cc(OC)c1OC
    1.4 | 9 | 3 | 0.0
> COc1ccc([C@@H]2CN(C(=O)c3ccc4c(c3)OCCO4)C[C@H]2C(=O)O)cc1
    0.2 | 12 | -3 | 0.0
> CCOC(=O)c1nc(C(O)c2ccc(N(C)C)cc2)[nH]c1C (centres undefined)
    4.3 | 17 | -6 | -0.2
> CCc1ccccc1NC(=O)c1sc2nc3c(c(-c4cccs4)c2c1N)CCCC3
    1.4 | -14 | 0 | 0.0
> CCCOc1ccccc1NC(=O)CC1Nc2ccccc2NC1=O (centres undefined)
    0.7 | 7 | 9 | 0.0
> C/C(=N/NS(=O)(=O)c1ccc(C)cc1)c1ccc(Br)cc1
    -0.5 | -3 | -15 | -0.1
> Cc1ccc(-c2nc3c(=O)[nH]c4ccccc4c3o2)cc1
    2.0 | 8 | -4 | 0.3
> O=C(NCCCN1CCOCC1)Nc1ccc(Cl)cc1
    0.1 | 0 | -7 | 0.2
> O=C(CCN1C(=O)c2cccc([N+](=O)[O-])c2C1=O)Nc1ccc(Cl)c(Cl)c1
    1.0 | 4 | -2 | 0.1
> O=C1NC(=O)C(=Cc2cnc(-c3ccccc3)nc2)C(=O)N1
    1.0 | -12 | -14 | -0.7
> Cc1ccc(OCC(=O)Nc2ccncc2)cc1
    -0.4 | -9 | 2 | -0.1
> CC(C)(C)NC(=O)CSc1nc2ccccc2c(=O)n1Cc1ccccc1
    0.0 | 2 | 1 | -0.2
> O=C(Cn1cnc2ccccc21)NCCCC(=O)Nc1cccc2cccnc12
    -0.1 | 6 | 15 | 0.0
> CCOC(=O)c1sc(NC(=O)CSc2nnc(CNC(=O)Cc3ccc(OC)cc3)n2Cc2ccccc2)c(C(=O)OCC)c1C
    0.9 | 16 | -2 | 1.0
> NC(=O)c1ncn(C2OC(CO)C(O)C2O)n1 (centres undefined)
    -0.3 | 17 | x | 0.1
> O=C(Nc1ccccc1)c1ccc2nc(Nc3ccc(-n4ccnc4)cc3)sc2c1
    -1.1 | -3 | -34 | 0.0
> NC(=O)N/N=C/c1c(Sc2nnnn2-c2ccccc2)nc2ccccn2c1=O
    -0.4 | 6 | 8 | 0.5
> CC1CC(C)CN(C(=O)Cn2c(SCC(=O)NC(C)C)nc3ccccc32)C1 (centres undefined)
    1.3 | 12 | -2 | 0.2
> COc1cc(Nc2nc(-c3c(C)nn(C)c3C)ncc2C)cc(OC)c1OC
    1.5 | -5 | 0 | -0.2
> O=C(NC1CC1)c1ccc(C(F)(F)F)cc1
    0.4 | -15 | -14 | -0.2
> C=CCc1cc(/C=C2\NC(=O)NC2=O)cc(OCC)c1O
    0.8 | -10 | -12 | -0.1
> COc1ccc(OC)c(NC(=O)c2ccc(CN3CCc4ccccc4C3)cc2)c1
    -1.2 | 14 | 1 | 0.5
> O=C(O)c1ccccc1N=Cc1c(O)ccc2ccccc12
    0.4 | 1 | -5 | 0.2
> COc1ccc(-c2nccc(NCc3ccccc3)n2)cn1
    1.4 | -1 | -19 | 0.0

Entries from the list above with an aryl thioether with sulfur outside any ring (7):
Values run as follows: GPR151 activ | MITF inh | TEAD-YAP block | FBW7 activator
> CCC(=O)Nc1nnc(SCCN2CCOCC2)s1
    0.3 | -2 | -1 | 0.0
> Cc1occc1-c1nnc(SCC(=O)Nc2ccc3c(c2)OCO3)n1CC(C)C
    0.4 | 10 | 4 | 0.0
> CCc1ccc(C(=O)CSc2nnc(NCCOC)s2)cc1
    0.2 | 4 | 2 | -0.1
> CC(C)(C)NC(=O)CSc1nc2ccccc2c(=O)n1Cc1ccccc1
    0.0 | 2 | 1 | -0.2
> CCOC(=O)c1sc(NC(=O)CSc2nnc(CNC(=O)Cc3ccc(OC)cc3)n2Cc2ccccc2)c(C(=O)OCC)c1C
    0.9 | 16 | -2 | 1.0
> NC(=O)N/N=C/c1c(Sc2nnnn2-c2ccccc2)nc2ccccn2c1=O
    -0.4 | 6 | 8 | 0.5
> CC1CC(C)CN(C(=O)Cn2c(SCC(=O)NC(C)C)nc3ccccc32)C1 (centres undefined)
    1.3 | 12 | -2 | 0.2

2 entries from above, field by field:
> COc1ccc(OC)c(NC(=O)c2ccc(CN3CCc4ccccc4C3)cc2)c1
  GPR151 activ: -1.2
  MITF inh: 14
  TEAD-YAP block: 1
  FBW7 activator: 0.5
> O=C(O)c1ccccc1N=Cc1c(O)ccc2ccccc12
  GPR151 activ: 0.4
  MITF inh: 1
  TEAD-YAP block: -5
  FBW7 activator: 0.2

The listing continues.
Molecule | GPR151 activ | MITF inh | TEAD-YAP block | FBW7 activator
Cc1c(NC(=O)C(C)N(c2ccc(Cl)cc2)S(C)(=O)=O)cccc1[N+](=O)[O-] (centres undefined) | -0.2 | 5 | 0 | -0.1
O=C(NCc1ccc(F)cc1)c1ccc2c(c1)NC(=O)C(N1CCOCC1)S2 (centres undefined) | -0.6 | -2 | -7 | 0.1
O=C(CSC1=NCCN1)Nc1cccc(C(F)(F)F)c1 | -0.5 | -12 | 12 | -0.1
COCCNC(=O)CSc1nc2ccsc2c(=O)n1CCCCCC(=O)NCCc1ccc(OC)c(OC)c1 | 3.6 | 11 | 5 | 0.1
O=C(Nc1ccc2c(c1)OCCO2)Oc1ccccc1 | -3.0 | -7 | -4 | -0.1
CC(C)(C)C1CCc2oc3c(cc(NS(=O)(=O)c4ccc(F)cc4)c4ccccc43)c2C1 (centres undefined) | 0.6 | 2 | -6 | -0.2
FC(F)(F)c1ccc(Cn2cnc3c(NCCN4CCOCC4)nc(Nc4ccc(-n5ccnc5)cc4)nc32)cc1 | -1.1 | 2 | 2 | 0.6
Fc1ccc(Cc2cnc(Nc3ccc(F)cc3)s2)cc1 | 0.6 | -7 | -16 | -0.1
COc1ccc(Cc2n[nH]c(=S)n2N)cc1OC | -0.4 | -3 | -10 | -0.6
O=C(NCCc1ccccc1)c1cnc2ccccn2c1=O | -1.2 | -8 | -24 | 0.0
C=CCOC(=O)C1C(c2ccccc2)C(C(=O)O)C1c1ccccc1 (centres undefined) | 0.8 | 14 | 3 | 0.3
Cc1ccc2c(c1)C(O)(CC(=O)c1ccc(C(C)(C)C)cc1)C(=O)N2 (centres undefined) | 0.5 | 9 | 4 | 0.0
CN(Cc1nccn1C)C(=O)c1ccc(OC2CCN(CCc3ccccc3)CC2)cc1 | -1.5 | -3 | 5 | 0.0
O=C(C1CCCO1)N1CCN(Cc2c(O)ccc3ccccc23)CC1 (centres undefined) | 0.0 | 11 | -4 | 0.1
Cc1cccc(NC(=O)c2coc3ccccc3c2=O)n1 | -0.5 | 8 | -4 | 0.0
O=C(NCc1ccccc1)N1CCC(N2CCCCC2)CC1 | 1.6 | 6 | -12 | -0.1
CCOc1ccc(N(CC(=O)NC2CCCCC2)S(=O)(=O)c2c(C)noc2C)cc1 | -0.4 | -6 | -4 | 0.0
O=S(=O)(c1ccc(Cl)cc1)N1CCC(n2nnc3cc(F)ccc32)CC1 | 1.4 | 3 | 11 | -0.1
O=C(CSc1nnc(-c2cccc(Br)c2)o1)Nc1ccccn1 | 2.3 | 16 | -42 | 0.2
COC(=O)c1ccc(NC(=O)CSCc2ccccc2Br)cc1 | -0.8 | 10 | -4 | 0.2
COc1cc(NC(=O)CN2C(=O)NC3(CCc4ccccc4C3)C2=O)c(C)cc1[N+](=O)[O-] (centres undefined) | 0.0 | 4 | 8 | -0.1
COc1ccc(C)cc1N(CC(=O)N1CCc2ccccc2C1)S(C)(=O)=O | -0.2 | -13 | 1 | 0.0
NNC(=O)c1sc2cc(F)ccc2c1Cl | -1.0 | 9 | -2 | 0.6
CCCNC(=O)C(=O)NCc1ccc(C)cc1 | 0.7 | 4 | -12 | 0.1
O=C(CSc1nc2ccsc2c(=O)n1Cc1ccccc1)NC1CCCCC1 | 2.9 | -5 | 0 | 0.0
O=C(O)CN1C(=O)/C(=C\c2ccccc2)SC1=S | 1.3 | 2 | -6 | -0.3
CCOC(=O)c1c(C)oc2ccc(OCc3cccc(Br)c3)cc12 | 0.2 | -10 | 2 | 0.0
CCN(CC)c1nc2ccccc2n(CC(=O)N2C(C)CCCC2C)c1=O (centres undefined) | 0.5 | 8 | 3 | 0.7
O=C(O)C1CCN(S(=O)(=O)c2ccc3ccccc3c2)CC1 | 1.1 | -5 | 5 | 0.1
Cc1ccnc(NC(=O)C2CCN(S(=O)(=O)c3ccc4c(c3)OCC(=O)N4)CC2)c1 | 0.5 | 16 | -7 | 0.2
CC(=O)c1ccc(NC(=O)CSc2nc(-c3cccc(C)c3)ns2)cc1 | -3.4 | -8 | 20 | -0.1
CCCCn1c(CNC(=O)c2cccc(OC)c2)nnc1SC(C)C(=O)Nc1sc2c(c1C(=O)OCC)CCCC2 (centres undefined) | 0.1 | 2 | 0 | -0.1
Cc1ccc(/C(O)=C2\C(=O)C(=O)N(Cc3cccnc3)C2c2ccc(Br)cc2)cc1 (centres undefined) | -0.2 | -3 | 3 | 0.0
O=S(=O)(NC1CC1)c1ccc(S(=O)(=O)N(Cc2ccccn2)C2CCCC2)cc1 | -1.1 | 7 | 6 | 0.0
CCCCCCNC(=O)CC(NS(=O)(=O)c1ccc(OC)cc1)C(C)C (centres undefined) | 2.4 | -6 | 2 | 0.0
CCOC(=O)C1CCCCN1c1c(-c2ccc(C(C)C)cc2)c(=O)c1=O (centres undefined) | 1.0 | 0 | -1 | 0.1
COc1ccc(-c2nc(Nc3ccc(NC(C)=O)cc3)c3ncn(C4CCCCC4)c3n2)cn1 | -2.9 | -8 | -10 | 0.1
O=C(NCC1CCCO1)C1CCN(Cc2c[nH]c3ccccc23)CC1 (centres undefined) | -0.2 | 55* | -6 | -0.2
COc1ccccc1C(=O)Nc1ccc(Br)c2cccnc12 | 3.5 | -8 | 5 | -0.1
CCOC(=O)c1ccc(-n2c(C)cc(/C=N/Nc3nnc(C)c(=O)[nH]3)c2C)cc1 | 0.6 | 7 | -7 | -0.1
CCCNC(=O)NS(=O)(=O)c1ccc(Cl)cc1 | 4.1&-0.8&-1.0&0.9 | 18&14&1&5 | 15&-5 | 0.3&0.1&-0.1&0.2
FC(F)(F)Oc1ccc(Nc2cc(NCC3CCCO3)ncn2)cc1 (centres undefined) | -1.5 | 5 | -4 | 0.0
COc1ccc(OC)c(NC(=O)CCn2c(=O)oc3ccccc32)c1 | -0.4 | -12 | -3 | -0.4
COc1ccc(C2Nc3ccc(Br)cc3C(c3ccccc3)O2)cc1 (centres undefined) | -1.1 | 16 | 0 | 0.2
CCOc1ccc(Br)cc1C(=O)N/N=C/c1cccc(C)n1 | 0.8 | 13 | 12 | 0.8
CN(CCO)C(=O)c1cnc2scc(-c3ccccc3Cl)n2c1=O | 0.0 | 27 | 0 | 0.8
O=C(Nc1nc(-c2ccccc2)c(C(=O)c2ccccc2)s1)c1cccc(Cl)c1 | 1.8 | -11 | 10 | -0.1
CCn1c(C)nc2cc(C(=O)NNC(=O)c3c(-c4ccccc4)noc3C)ccc21 | 2.1 | 5 | -12 | -0.2
COc1ccc(CNc2ccc3ncc(-c4ccc(C(=O)O)cc4)n3n2)cc1 | -0.2 | 20 | 3 | 0.7
COc1ccc(N2CCN(C(=O)c3ccc4nc5cc(Cl)ccc5c(=O)n4c3)CC2)cc1 | -0.5 | -4 | -4 | 0.0
O=C(Cc1ccc(F)cc1)NC1CCCC1 | -0.6 | -9 | -14 | 0.0
COc1ccc(C2=NN(C(=O)CSc3nnc(CNC(=O)c4cccc(F)c4)n3C)C(c3ccc(C)cc3)C2)cc1 (centres undefined) | -0.2 | 10 | 8 | 0.4
Cn1c2c(c(=O)n(C)c1=S)C(c1cc([N+](=O)[O-])ccc1N1CCOCC1)O2 (centres undefined) | 0.2 | 6 | -8 | 0.0

High-throughput results from PubChem.
